Compound activity deposited in PubChem BioAssay by National Center for Advancing Translational Sciences (NCATS).
JMJD2A Tudor: JMJD2A Tudor domain (human) inhibition; O75164; AlphaScreen JMJD2A-Tudor / H3K4me3 peptide binding; Potency, µM (doses to about 114 µM), without a hit: at the top dose activity change, negative = inhibition, actives largely listed as inhibitors; hit rate 4.4% among 390,000; AID 504339; further: potency means the concentration at half of the fitted maximal effect; on the % scale 0 is the no-effect control and ±100 the full control effect; nearly all actives have a fitted effect of over 50% in size
RGS4 inh: blocks human RGS4-accelerated GTP hydrolysis | P49798 | Transcreener GDP fluorescence polarization, RGS4-accelerated GTP hydrolysis | Potency, µM (titrated, usually from 114 µM), for the others: at the highest dose activity change, negative = inhibition, hits mostly inhibitors | hit rate 0.039% among 390,000; further: potency means the concentration at half of the fitted maximal effect; on the % scale 0 is the no-effect control and ±100 the full control effect; nearly all actives have a fitted effect of over 75% in size; some results filed as inactive show a strong effect at the top dose
Target sequence (P49798 whole entry, looked up): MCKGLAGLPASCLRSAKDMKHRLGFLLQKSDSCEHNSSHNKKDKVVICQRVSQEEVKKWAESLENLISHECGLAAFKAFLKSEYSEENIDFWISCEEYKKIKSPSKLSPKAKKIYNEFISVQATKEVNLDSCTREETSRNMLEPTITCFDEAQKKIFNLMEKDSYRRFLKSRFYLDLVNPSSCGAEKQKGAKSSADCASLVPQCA
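MLSMR compounds (23 nl, pin-transferred) preincubated 10 min at room temperature with a 500nM (2x) first reagent, then RGS4 at 900nM (2x) plus Transcreener GDP mix added; fluorescence polarization (620/688 nm) read before and after 90 min at 30 °C.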
GLS inh: glutaminase GLS (human) inhibition; GLS enzymatic activity, qHTS titration; Potency, µM (series often up to 45.5 µM), for the others: top-dose activity change, negative = inhibition, usual class: inhibitors; hit rate 0.21% among 410,000; AID 624170; further: potency means the concentration at half of the fitted maximal effect; on the % scale 0 is the no-effect control and ±100 the full control effect
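hKGA; 45 mM KH2PO4 pH 8.2 + 0.02% Tween-20; cpd via pin tool; 1 mM Gln soln; GluOx/HRP/Amplex Red; RT 30 min; fluor. t0 & final.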
BAZ2B inh: BAZ2B (human) inhibition. Q9UIF8. AlphaScreen BAZ2B-H3K14Ac peptide displacement. Potency, µM (top dose mostly 114 µM), for inactives: at the top dose activity change, negative = inhibition, hits mostly inhibitors. hit rate 4.4% among 360,000. AID 504333; further: potency means the concentration at half of the fitted maximal effect; on the % scale 0 is the no-effect control and ±100 the full control effect; nearly all actives have a fitted effect of over 60% in size
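Inhibition is scored as reduced AlphaScreen emission. The BAZ2B/b-H3(5-23)K14Ac complex (50 nM each) in PBS pH 7.4, 0.01% Tween-20 meets compound (up to 110 uM) for 30 min at RT before bead addition.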
ALOX12 inh: inhibitors of human 12S-lipoxygenase ALOX12 | P18054 | purified 12hLO, xylenol orange hydroperoxide absorbance | Potency, µM (series often up to 108 µM), inactives show at the top dose activity change, negative = inhibition, usual class: inhibitors | hit rate 1.1% among 580,000 | AID 1671190; further: potency means the concentration at half of the fitted maximal effect; on the % scale 0 is the no-effect control and ±100 the full control effect
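Purified human 12hLO at 150 nM in 25 mM Hepes, 0.01% Triton X-100, pH 7.0, preincubated 15 min at room temperature with compound. Reaction started with 40 uM arachidonic acid, 30 min at room temperature. Hydroperoxide measured by Fe-xylenol orange, 573/405 nm absorbance ratio.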
G9a inh: blocks human histone lysine methyltransferase G9a | AID 504332 | G9a H3K9 monomethylation, AlphaScreen, 2 h | Q96KQ7 | Potency, µM (highest dose often 102 µM), inactives show at the highest dose activity, negative = inhibition, hits mostly inhibitors | hit rate 8.8% among 350,000; further: potency means the concentration at half of the fitted maximal effect; on the % scale 0 is the no-effect control and ±100 the full control effect; nearly all actives have a fitted effect of over 75% in size
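Using a bead-based AlphaScreen, monomethylated H3K9 product from 2 h room-temperature reactions (G9a 20 nM, peptide 500 nM, SAM 20 uM) was detected with 0.5 ug/mL rabbit anti-H3K9me1 antibody.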
HP1b binding inh: HP1-beta chromodomain-methylated histone interaction inhibition | P83916 | hit rate 0.56% among 390,000 | Potency, µM (titrated, usually from 114 µM), for inactives: at the highest dose activity change, negative = inhibition, usual class: inhibitors | AlphaScreen HP1-beta / biotin-H3K9me3 peptide binding; further: potency means the concentration at half of the fitted maximal effect; nearly all actives have a fitted effect of over 70% in size; inactives centre near 23
Target sequence (P83916 whole entry, looked up): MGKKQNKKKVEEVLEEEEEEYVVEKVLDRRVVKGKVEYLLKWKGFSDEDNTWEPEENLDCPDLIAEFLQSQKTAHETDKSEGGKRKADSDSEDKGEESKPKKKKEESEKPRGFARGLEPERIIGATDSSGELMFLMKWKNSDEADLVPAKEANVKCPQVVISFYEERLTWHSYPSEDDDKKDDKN
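Compound inhibition of the preformed complex between 50 nM HP1-beta and 50 nM biotinylated H3K9me3 peptide was read by AlphaScreen. Buffer was PBS pH 7.4 with 0.01% Tween-20. Incubations ran 30 min at room temperature, with 10 ug/mL donor/acceptor beads.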
PI4K2A block: inhibitors of human PI4K2A; AID 1346378; Q9BTU6; activity change, negative = inhibition, % at 76.9 µM; purified PI4K2A, ADP-Glo luminescence, 1 h; stronger effect = lower value; hit rate 0.13% among 420,000; in the data active means activity change below about -50%; inconclusive means mostly about -30% to -49%;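 further: -100% = wells without enzyme as full effect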
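PI4K2A activity was measured by ADP-Glo luminescence: enzyme (4 ug/mL stock) and phosphatidylinositol (1.2 mM stock) in Tris pH 7.5/MgCl2/EGTA/Triton X-100 buffer were reacted with ATP (300 microM stock) for one hour at ambient temperature.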
ERG Ets-DNA blk: blocks human ERG Ets domain binding to DNA; P11308; fluorescence polarization, His-ERG Ets domain / labelled DNA; Potency, µM (highest dose often 76.9 µM), inactives show top-dose FP activity, negative = inhibition, hits mostly inhibitors; hit rate 0.028% among 370,000; active means well fitted inhibition curve with a large enough effect in the polarisation, with a control signal flat; inconclusive means small, poorly fitted or top-dose-only effect, or effect the other way, or a change in a side signal; inactive means no such curve, though single readings can be large or run the other way; the % refers to the polarisation;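 further: polarization taken with two DNA probes labelled with fluorescein and Texas red; potency means the concentration at half of the fitted maximal effect; % of control where 0% means no effect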
Target sequence (P11308 whole entry, looked up, the tested form may be a part): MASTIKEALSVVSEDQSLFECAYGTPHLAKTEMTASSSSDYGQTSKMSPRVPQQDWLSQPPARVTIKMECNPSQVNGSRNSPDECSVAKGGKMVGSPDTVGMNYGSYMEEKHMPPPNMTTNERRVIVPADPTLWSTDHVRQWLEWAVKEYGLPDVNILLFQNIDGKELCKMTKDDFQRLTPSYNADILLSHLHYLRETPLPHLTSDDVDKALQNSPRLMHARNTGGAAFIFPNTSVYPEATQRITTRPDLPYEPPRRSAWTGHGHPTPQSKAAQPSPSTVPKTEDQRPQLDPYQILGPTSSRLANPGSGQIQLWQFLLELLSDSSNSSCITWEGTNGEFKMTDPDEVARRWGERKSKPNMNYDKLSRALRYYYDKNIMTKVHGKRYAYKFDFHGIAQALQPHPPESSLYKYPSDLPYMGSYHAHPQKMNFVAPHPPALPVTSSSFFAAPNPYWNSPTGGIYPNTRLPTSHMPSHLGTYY
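His-tagged ERG Ets domain (1 uM in the protein solution; 300mM KCl, 50mM Tris-HCl, 1mM EDTA, 1mM DTT, pH 7.5) received compound, then a probe mix of 5 nM fluorescein-DNA and 100nM Texas-615-DNA. Fluorescence polarization was read for both dyes.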
Numbers without * were called inactive; ? = inconclusive; nt = no result given; & = joins results of further samples; [ ] = dose if it differs, or a comment. Unless noted, the call rests on the fitted dose curve; in most records, active means well fitted curve in the direction sought with a large enough effect; inconclusive means small, poorly fitted or top-dose-only effect, or another doubt; inactive means no such curve, though single readings can be large; an effect the other way counts as inactive or inconclusive. A portion of the library; rates above refer to the full screens.

SMILES	JMJD2A Tudor	RGS4 inh	GLS inh	BAZ2B inh	ALOX12 inh	G9a inh	HP1b binding inh	PI4K2A block	ERG Ets-DNA blk
CCOC(=O)/C(=N\Nc1ccccc1Cl)N(C)C1CCS(=O)(=O)C1 (stereo not drawn)	-16%	3%	56%[activator]	-15%	0%	2%	21%	2	3%
CCOC(=O)Cn1c(=O)c(-c2cc(Br)ccc2N)nc2ccccc21	-11%	-12%[56.9 µM]	-4%	-26%	-4%	7%	54%[activator]	-3	-14%
COc1cccc(OC)c1C(=O)NNC(=O)c1ccccc1-n1cccc1	-10%	26%	17%	-13%	0%	1%	22%	-12	6%
COc1ccc(C(=O)Nc2ccc3nc(N4CCOCC4)sc3c2)cc1OC	0%	16%	1%	4%	22%	-7%[12.7 µM]	31%	1	7%
O=C(c1ccc2c(c1)N(Cc1ccccc1Cl)C(=O)c1ccccc1S2)N1CCCC1	-23%	-5%	6%	-17%	-24%	-26%[59 µM]	10%	3	-11%
C[C@H](CO)N1C[C@H](C)[C@@H](CN(C)C(=O)Nc2ccc3c(c2)OCO3)Oc2c(NC(=O)Nc3ccc(C(F)(F)F)cc3)cccc2C1=O	?	1%	5%	nt	-26%	nt	5%	2	3%
Cc1ccc(NS(=O)(=O)c2ccc(C(=O)NNC(=O)c3ccccc3O)cc2)cc1	-32%	22%	32%	-7%	45µM*	32%	1%	-2	-1%
COc1ccccc1NC(=O)c1cc(=O)c2ccc(C)c(C)c2o1	-14%	13%	2%	-25%	-14%	6%[59 µM]	18%	-4	-10%
CC1(C)CC(=O)C2=C(C1)OC(N)=C(C#N)C21C(=O)N(Cc2ccccc2Cl)c2ccccc21 (stereo not drawn)	-6%	19%	5%	1%	163%[activator]	15%	14%	-7	2%
O=C1c2ccccc2NC(c2ccc(-c3cccc(F)c3)o2)N1O (stereo not drawn)	?	-27%	1%	-9%	35µM*	-7%[0.501 µM]	30%	-2	nt
CCOc1ccc(C(=O)CC(Sc2ccc(C)cc2)C(=O)O)cc1 (stereo not drawn)	-15%	?	15%	-1%	?	0%[12.7 µM]	23%	-10	5%
COc1cccc(OCc2cc(C(=O)N3CCN(C)C(c4ccccc4)C3)no2)c1 (stereo not drawn)	-4%	1%	1%	-29%	nt	28%	45%[activator]	-3	-1%
COc1ccc(-c2nc(SCCOc3cc(C)ccc3C(C)C)n3[nH]c(=O)cc3n2)cc1	-29%	-10%	4%	-3%	-18%	25%[59 µM]	22%	-6	9%
COc1cc(/C=C/C(=O)O)cc(S(=O)(=O)N(C)CCO)c1OC	-3%	-17%	1%	-28%	107%	12%[2.33 µM]	24%	-3	2%
Cc1c(CCC(=O)NCc2cccc(Cl)c2)c(=O)oc2c(C)c(O)ccc12	-20%	-6%	1%	-10%	?	6%[59 µM]	25%	-2	1%
CCN(CC)CCCNC(=O)Cc1ccc(NC(=O)N2CCCCc3ccccc32)cc1	-20%	-25%	1%	-2%	-14%	0%[59 µM]	4%	-3	2%
Fc1cnc(N2CCc3ccccc32)nc1N1CCc2ccccc21	4%	-2%	20%	13%	-15%	nt	16%	0	-18%
COc1ccc(C(=O)Nc2sc(C)c(-c3ccccc3)c2C#N)cc1OC	-24%	-22%	-3%	-12%	0%	?	-23%	13	-2%
CCN(C(=O)Cn1nnc2sc3c(c2c1=O)CCC(C(C)(C)C)C3)c1cccc(C)c1 (stereo not drawn)	-18%	13%	-2%	-14%	?	5%[59 µM]	34%	-6	1%
Cc1ccc(NC(=O)C2CCN(S(=O)(=O)c3ccc4c(c3)OCCCO4)CC2)nc1	-24%	-10%	-7%	1%	-12%	-3%	11%	1	15%
CCC(C(=O)NCc1ccco1)n1nc(-c2ccc(OC)cc2)ccc1=O (stereo not drawn)	?	-24%	-12%	50µM*	50%[activator]	?	-32%	-13	-5%
CCC(C)(C)NC(=O)C(c1ccncc1)N(Cc1ccc(C)cc1)C(=O)c1csnn1 (stereo not drawn)	-16%	10%	4%	-5%	13%	-3%[59 µM]	26%	1	8%
Cn1nc(C(=O)NCC2COc3ccccc3O2)c2ccccc2c1=O (stereo not drawn)	-6%	8%	0%	2%	237%&-3%[activator]	12%[12.7 µM]	41%[activator]	1	8%
CCOc1cc(CNC2CCCC2)c(Cl)cc1OCC(=O)Nc1ccccc1	-6%	13%	0%	-14%	-25%	nt	48%[activator]	0	-1%
CC1(C)C(=O)OC(c2cc(Br)ccc2O)C(C)(C)C1=O (stereo not drawn)	-19%	12%	3%	-1%	-11%	-2%[59 µM]	?	-1	-2%
CN(CC(=O)Nc1ccccc1Sc1ccccc1)Cc1nc2ccccc2c(=O)[nH]1	-23%	-7%	-9%	-11%	3%	3%	11%	4	9%
O=C1C(=O)N(Cc2cccs2)c2ccccc21	-22%	5%	2%	-28%	24%	-3%	-4%	19	2%
COc1ccc(C(CNC(=O)c2ccc(F)cc2)N2CCCC2)cc1 (stereo not drawn)	-11%	-4%	-5%	-5%	-4%	-47%[59 µM]	24%	-2	-2%
O=C(Nc1ccc2c(c1)CCCN2C(=O)c1cccs1)c1ccccc1Cl	-25%	33%	2%	-24%	?	-7%[59 µM]	14%	2	-1%
COc1ccc(NC(=O)c2sc3nc(-c4ccc(OC)cc4)cc(C(F)(F)F)c3c2N)cc1	14%	1%	1%	3%[57.1 µM]	7%	13%[59 µM]	47%[activator]	0	-6%
CCc1cccc(CC)c1NC(=O)c1c(C)oc2ccc(O)c(CN3CCOCC3)c12	-11%	-2%	-4%	-11%	-12%	12%[59 µM]	41%[activator]	1	2%
COc1ccc(-c2csc(NC(=S)NC(=O)c3ccco3)n2)cc1Br	-4%	30%	2%	-8%	?	-4%[0.0925 µM]	37%	2	7%
CCCCN1C(=O)N(c2ccc(Cl)cc2)C(C)(O)CC1(C)C (stereo not drawn)	-9%	-21%	2%	1%	32%&5%[activator]	27%	5%	-2	0%
FC(F)(F)c1ccncc1-c1nnnn1-c1ccc(Cl)cc1	4%	-20%	-4%	11%	194%[activator]	nt	20%	-1	-1%
O=C(NCC1COc2ccccc2O1)C1CCC(CNc2c(N3CCCCC3)c(=O)c2=O)CC1 (stereo not drawn)	-16%	5%	14%	8%	-26%	-22%	31%	2	-12%
COc1ccc(C2CC(c3ccccc3C)n3nc(N)nc3N2)cc1 (stereo not drawn)	-34%	-40%	17%	?	289%[activator]	?	-12%	-2	-4%
CCOC(=O)C1CCCN(S(=O)(=O)c2c(C)noc2C)C1 (stereo not drawn)	12%	-9%	2%	-4%	7%	18%	32%	0	-6%
CC1CCN(S(=O)(=O)c2ccc(C(=O)Nc3sccc3C(N)=O)cc2)CC1	-13%	-5%	-5%	15%	?	14%[59 µM]	34%	5	17%
O=C(CNc1ccc(Br)cc1)Nc1ccc(S(=O)(=O)N2CCCC2)cc1	-29%	6%	12%	-28%	-28%	0%[2.33 µM]	-5%	-3	-10%
O=C(NCCCn1ccnc1)c1ccc(S(=O)(=O)Nc2ccccc2)cc1	-20%	2%	1%	-30%	0%	-1%	15%	1	1%
COc1ccc(N(C(=O)CNC(=O)c2cccs2)C(C(=O)NCC2CCCO2)c2ccccc2)c(OC)c1 (stereo not drawn)	4%	-1%	2%	3%	-3%	6%	22%	2	6%
